# DRD3 antagonist – D3 dopamine receptor (human) antagonism | D3R cells, DiscoveRx beta-arrestin luminescence, antagonist mode; stronger effect = lower value | max response, negative = inhibition, % | hit rate 2.5% among 360,000; in the data active means max response below about -50%; inconclusive means no clear call, values can overlap the other calls; further: on the % scale 0 is the no-effect control and ±100 the full control effect; mostly tested at two doses, the higher about 12 µM
#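 Cells plated overnight at 1500 cells/well, then exposed to library compounds with dopamine controls for 90 minutes at 37 degrees C. DiscoveRx reagent added for 30–60 minutes at room temperature; luminescence read, quantitative HTS format.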
# Abeta rescue – A-beta toxicity reversal in yeast. yeast expressing A-beta42, growth rescue, OD600, 48 h; response scale: 0% DMSO, 100% iron-clioquinol control. Potency, µM (highest dose often 46.1 µM), without a hit: top-dose growth rescue, most hits filed as activators. hit rate 0.063% among 410,000. AID 1347071; further: potency means the concentration at half of the fitted maximal effect; nearly all actives have a fitted effect of over 55% in size
#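 Yeast A-beta toxicity model in growth medium with pinned compounds, 48 h at 30 C; growth read as absorbance at 600 nm. Normalized to FeCl3/clioquinol equimolar mix (positive) and DMSO (negative).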
# PTHR1 ag – PTHR1 (human) receptor agonism | HEK293 GP2 PTHR1 cells, GloSensor cAMP luminescence, 1 h | Potency, µM (series often up to 115 µM), for inactives: at the highest dose activation, hits mostly activators | hit rate 0.075% among 410,000; further: potency means the concentration at half of the fitted maximal effect; nearly all actives have a fitted effect of over 55% in size; some results filed as inactive show a strong effect at the top dose; inactives centre near -15; many of its hits are not listed in these tables
# Target sequence (Q03431 whole entry, looked up): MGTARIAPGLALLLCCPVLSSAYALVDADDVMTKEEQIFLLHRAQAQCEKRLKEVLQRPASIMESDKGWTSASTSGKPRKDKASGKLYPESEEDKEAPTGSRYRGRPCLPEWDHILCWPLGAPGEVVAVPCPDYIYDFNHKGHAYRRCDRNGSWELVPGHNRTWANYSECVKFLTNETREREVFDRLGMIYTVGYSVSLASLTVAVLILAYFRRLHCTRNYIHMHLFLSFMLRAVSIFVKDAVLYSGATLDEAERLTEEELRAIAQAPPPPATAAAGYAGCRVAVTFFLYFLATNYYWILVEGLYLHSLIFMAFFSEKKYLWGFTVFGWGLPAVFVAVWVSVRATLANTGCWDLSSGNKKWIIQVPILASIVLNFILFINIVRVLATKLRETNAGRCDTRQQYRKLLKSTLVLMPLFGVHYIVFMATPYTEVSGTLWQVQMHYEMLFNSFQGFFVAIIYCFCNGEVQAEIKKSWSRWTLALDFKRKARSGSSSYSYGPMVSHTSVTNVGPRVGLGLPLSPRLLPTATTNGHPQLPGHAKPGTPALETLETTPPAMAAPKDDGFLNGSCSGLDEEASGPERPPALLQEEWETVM
#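 HEK-293-derived GP2 cells expressing PTHR1 and a GloSensor cAMP reporter, 3,000/well, plated overnight, given luciferin plus IBMX (each 0.5 mM as added) for 1 h at 37 °C, then compound for 1 h at 37 °C. Luminescence was read after 15 min at room temperature.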
# FUS yeast rescue – suppressors of FUS proteinopathy in yeast. S. cerevisiae FUS-expressing, growth rescue, OD600, 24 h. Potency, µM (titrated, usually from 76.6 µM), without a hit: at the highest dose growth rescue (activation), actives largely listed as activators. hit rate 0.24% among 390,000;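 further: potency means the concentration at half of the fitted maximal effect; plate controls were DMSO vehicle for no effect and reference control for full effect; nearly all actives have a fitted effect of over 55% in size; some results filed as inactive show a strong effect at the top dose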
#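 Galactose (2%) drives FUS expression in yeast precultured in raffinose; seeding density OD 0.005. Test compounds incubated 24hr at 30C and 99% humidity before absorbance at 600 nm was measured.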
# TDP-43 yeast inh – rescues yeast growth from TDP-43 toxicity; TDP-43 expressing yeast growth rescue, BacTiter-Glo, 24 h; Potency, µM (series often up to 46.1 µM), for inactives: at the top dose growth rescue (activation), hits mostly activators; hit rate 1.8% among 410,000; further: potency means the concentration at half of the fitted maximal effect; % of control where 0% means no effect; nearly all actives have a fitted effect of over 50% in size
#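 In this qHTS, compounds that restore growth of yeast expressing TDP-43 appear as activators. Cells (OD600=0.02, galactose medium, raffinose-pregrown) are incubated with compound 24 hr at 30 deg C and growth is quantified by BacTiter-Glo.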
# pAkt inh – blocks phosphorylation of Akt; hit rate 0.32% among 360,000; activity change, % for hits at 50 µM; Neuro2A IGF-stimulated pAkt S473 HTRF, 20 min; stronger effect = lower value; in the data active means activity change below about -80%; inconclusive means mostly about -51% to -80%; further: on the % scale 0 is the no-effect control and ±100 the full control effect
#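 Single-point screen (50 µM final compound) in Neuro2A cells stimulated 20 min with 6 nM IGF at 37 deg C. After lysis, Ser473-phosphorylated Akt read by HTRF (ex 330 nm, em 615/665 nm) as the 665/615 ratio.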
# GLP1R inv ag – GLP-1 receptor (human) inverse agonism; P43220; HEK293 GLP-1R CRE-luciferase, luminescence, 24 h; GLP-1R form is constitutively active; Potency, µM (titrated, usually from 38.3 µM), without a hit: top-dose activity change, negative = inhibition, hits mostly inhibitors; hit rate 1.6% among 410,000; further: potency means the concentration at half of the fitted maximal effect; on the % scale 0 is the no-effect control and ±100 the full control effect; nearly all actives have a fitted effect of over 55% in size
# Target sequence (P43220 whole entry, looked up): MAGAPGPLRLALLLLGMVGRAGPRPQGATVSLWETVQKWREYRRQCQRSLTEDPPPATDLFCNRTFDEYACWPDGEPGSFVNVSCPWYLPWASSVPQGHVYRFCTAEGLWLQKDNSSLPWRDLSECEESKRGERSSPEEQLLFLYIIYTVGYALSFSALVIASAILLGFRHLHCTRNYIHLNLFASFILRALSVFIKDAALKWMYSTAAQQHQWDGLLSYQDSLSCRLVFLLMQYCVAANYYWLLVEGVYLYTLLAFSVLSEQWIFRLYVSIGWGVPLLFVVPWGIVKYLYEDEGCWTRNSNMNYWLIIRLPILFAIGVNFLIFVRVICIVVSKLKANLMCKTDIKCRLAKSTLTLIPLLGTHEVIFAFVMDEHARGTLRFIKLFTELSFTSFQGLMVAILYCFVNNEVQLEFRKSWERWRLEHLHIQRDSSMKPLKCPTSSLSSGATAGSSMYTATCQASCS
#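 Assay principle: reduced luminescence from a cAMP-responsive reporter in HEK293 cells co-expressing a constitutively active GLP-1R. Conditions: 24 hr compound incubation, 37 deg C, 5% CO2.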
# GLP1R ag – activates the human GLP-1 receptor; hit rate 0.007% among 380,000; P43220; HEK293 GLP-1R CRE-luciferase, luminescence, 4-6 h; cells express a hypersensitive GLP-1R form; AID 624172; Potency, µM (series often up to 45.6 µM), without a hit: at the highest dose activation, hits mostly activators; further: potency means the concentration at half of the fitted maximal effect; % of control where 0% means no effect
# aSyn rescue – rescues yeast growth from alpha-synuclein toxicity | hit rate 0.14% among 370,000 | Yeast expressing alpha-synuclein, growth rescue, BacTiter-Glo, 24 h | AID 652106 | Potency, µM (series often up to 46.1 µM), without a hit: at the highest dose growth rescue (activation), usual class: activators; further: potency means the concentration at half of the fitted maximal effect; % of control where 0% means no effect; nearly all actives have a fitted effect of over 65% in size
#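 Screening used galactose-induced yeast with toxic alpha-synuclein levels, exposed to compound for 24 hr at 30 deg C. Cell growth, read with BacTiter-Glo luminescence, gave the measured signal.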
# Active calls of the source: *; i = inactive; ? = inconclusive; nt = no result given; [ ] = remark or other dose. Unless noted, the call rests on the fitted dose curve; in most records, active means well fitted curve in the direction sought with a large enough effect; inconclusive means small, poorly fitted or top-dose-only effect, or another doubt; inactive means no such curve, though single readings can be large; an effect the other way counts as inactive or inconclusive.
item | smiles | DRD3 antagonist | Abeta rescue | PTHR1 ag | FUS yeast rescue | TDP-43 yeast inh | pAkt inh | GLP1R inv ag | GLP1R ag | aSyn rescue
1 | O=C1CC(c2ccccc2)CC(O)=C1C=Nc1ccccc1O (stereo unspecified) | 15 | 3% | i | -3% | 8% | i | -21% | 0% | 1%
2 | COc1cc(OC)c(OC)cc1CN1CCN(S(=O)(=O)c2ccc(F)cc2)CC1 | -19 | 7% | -10% | 7% | 0% | i | 0% | 4% | -12%
3 | COc1ccc(NC(=O)CC23CC4CC(CC(C4)C2)C3)cn1 | 15 | 2% | i | 7% | ? | i | ? | 6% | 2%
4 | COCCNc1nnc(SCC(=O)c2ccc3c(c2)OCO3)s1 | -4 | 3% | i | 29% | -3% | i | 13% | 1% | -1%
5 | Cc1cc(OC(C)C(=O)NCC(O)c2ccccc2)c2c(C)c(C)c(=O)oc2c1 (stereo unspecified) | 2 | 3% | i | 22% | -19% | i | 23% | -3% | -5%
6 | CC(C)(C)NC(=O)C(c1ccc(OCC(N)=O)cc1)N(C(=O)c1cccnc1)C1CC1 (stereo unspecified) | 2 | 6% | ? | 18% | -3% | i | -2% | -4% | 0%
7 | Cc1c(NC(=O)c2coc(=O)c(Br)c2)c(=O)n(-c2ccccc2)n1C | -83* | -15% | -40%[inhibitor][57.5 µM] | 7% | -18% | i | 23% | -8% | -2%
8 | COCCn1c(SCC(=O)Nc2ccc3c(c2)CCC3)nc2ccccc2c1=O | -4 | 5% | -53%[inhibitor] | -23% | 4% | i | 15% | 0% | -4%
9 | CCOc1ccc(N2CC(C(=O)NC3CCCC3)CC2=O)cc1 (stereo unspecified) | -5 | 9% | i | 26% | -11% | i | 4% | 14% | -15%
10 | CCCNC(=S)N1CCC(NC(=O)C23CC4CC(CC(C4)C2)C3)CC1 | -7 | -27% | i | -18% | -13% | i | 12% | -1% | -11%
11 | Cn1cc(C(=O)c2ccc(Cl)cc2Cl)cc1C(=O)N/N=C(\N)COc1ccccc1 | 17 | 0% | -9%[57.5 µM] | ? | 4% | -109%* | -25% | -11% | 0%
12 | Cc1ccc(-n2[nH]c(C)c(/C=N/N3C(=O)c4cccc5cccc(c45)C3=O)c2=O)cc1 | -5 | -7% | -13% | 20% | 26% | i | ? | 2% | ?
13 | O=C(O)CCC(=O)Nc1cc(C(F)(F)F)cc(C(F)(F)F)c1 | -2 | 7% | i | -10% | -6% | i | 4% | 2% | 1%
14 | CCN(CC)CCNc1ccnc2cc(Cl)ccc12 | -80* | 1% | -5%[57.5 µM] | -7% | -15% | nt | -1% | -15% | 3%
15 | COc1ccc(OCCSc2nnc(CCNC(=O)c3ccc(OC)cc3)n2C)cc1 | -15 | 6% | -16% | 19% | -7% | i | 7% | 4% | 0%
16 | CCn1c(CSCc2ccc(C)cc2)nnc1SCC(=O)N1CCN(c2ccccc2)CC1 | 10 | 11% | -18%[57.5 µM] | ? | 5% | i | ? | 1% | 20%
17 | COc1ccc(Cn2nnnc2CN2CCC(c3nc4ccccc4s3)CC2)cc1 | -6 | 3% | -19%[57.5 µM] | 46% | 29% | i | 0% | 12% | 19%
18 | COCCCN1C(=O)C(CC(=O)NCCc2ccccn2)CC(C(=O)N2CCOCC2)=C1C (stereo unspecified) | -17 | -10% | -13% | -33% | 8% | i | 1% | 3% | -2%
19 | O=C(Nc1cc(C(F)(F)F)ccc1N1CCCC1)C1=COCCO1 | 29 | 16% | i | -2% | 7% | i | -4% | -5% | 6%
20 | O=C1NC(C(F)(F)F)(C(F)(F)F)N=C2SC=CN12 | 0 | 5% | i | 3% | -4% | i | 9% | 0% | -4%

# Full records, looked up by structure. Screens in order: DRD3 antagonist, Abeta rescue, PTHR1 ag, FUS yeast rescue, TDP-43 yeast inh, pAkt inh, GLP1R inv ag, GLP1R ag, aSyn rescue
# COc1ccc(NC(=O)CC23CC4CC(CC(C4)C2)C3)cn1 in the list: 15, 2%, i, 7%, ?, i, ?, 6%, 2%
# COc1ccc(Cn2nnnc2CN2CCC(c3nc4ccccc4s3)CC2)cc1 in the list: -6, 3%, -19%[57.5 µM], 46%, 29%, i, 0%, 12%, 19%
# Cc1c(NC(=O)c2coc(=O)c(Br)c2)c(=O)n(-c2ccccc2)n1C in the list: -83*, -15%, -40%[inhibitor][57.5 µM], 7%, -18%, i, 23%, -8%, -2%
# O=C1NC(C(F)(F)F)(C(F)(F)F)N=C2SC=CN12 in the list: 0, 5%, i, 3%, -4%, i, 9%, 0%, -4%
# O=C(Nc1cc(C(F)(F)F)ccc1N1CCCC1)C1=COCCO1 in the list: 29, 16%, i, -2%, 7%, i, -4%, -5%, 6%

# More results:
# Every second line gives: DRD3 antagonist | Abeta rescue | PTHR1 ag | FUS yeast rescue | TDP-43 yeast inh | pAkt inh | GLP1R inv ag | GLP1R ag | aSyn rescue
21. COC(=O)c1ccc(-c2nc(-c3cccs3)no2)cc1
→ 22 | -7% | -93%[inhibitor] | -19% | 13% | i | ? | 6% | 8%
22. COc1ccc(CCNC(=O)COC(=O)c2cc(OC)c(OC)cc2OC)cc1
→ 10 | -9% | -16% | 10% | 1% | i | 15% | 11% | -7%
23. CC(=O)c1cccc(NC(=O)CSc2nnc3ccc(-c4ccc(Cl)cc4)nn23)c1
→ nt | -7% | 20% | -4% | 9% | nt | 13% | nt | nt
24. COCc1cc(C)nc2sc(C(=O)OC)c(N)c12
→ 12 | 4% | -4%[57.5 µM] | -13% | 13µM* | i | 24% | 0% | 1%
25. O=C(CN1C(=O)c2ccc([N+](=O)[O-])cc2C1=O)NCc1ccc(C(=O)O)cc1
→ -1 | 14% | i | -5% | 1% | i | 15% | -7% | -1%
26. Cc1cccc(N2CCN(C(=O)NC3CCCCC3)CC2)c1C
→ 3 | 15% | -14% | -13% | 24% | i | 8% | 6% | 10%
27. COc1ccc(NC(=O)c2ccc(-n3cnnn3)cc2)c([N+](=O)[O-])c1
→ -28 | -5% | -34% | 8% | -17% | i | -14% | 3% | 0%
28. COc1ccc(CNC(=O)c2cnc3sc4cc(OC)ccc4n3c2=O)cc1
→ nt | -1% | -11% | -25% | 23% | nt | 13% | nt | nt
29. CCc1ccccc1NC(=O)Cn1c(=O)n(C(C)C)c(=O)c2oc3ccccc3c21
→ nt | -49%[inhibitor] | 14% | -16% | 8% | nt | 1% | nt | nt
30. O=C(CN1C(=O)C2CCCCN2c2ccc(C(=O)N3CCCC3)cc21)NCc1cccc(F)c1 (stereo unspecified)
→ nt | -2% | -3% | 4% | 0%[9.22 µM] | nt | 14% | nt | nt
31. CCn1c(C(C)NC(=O)c2ccc(Cl)cc2)n[nH]c1=S (stereo unspecified)
→ -2 | -16% | i | 12% | -6% | i | 2% | 1% | -5%
32. CC(=O)/C(N=Nc1cc(C)ccc1O)=C(\C)O
→ -20 | -15% | 10% | 24% | -32%[inhibitor] | i | -18% | 3% | 12%
33. COc1ccc(CNC(=O)C2CCCN(c3nccc(C)n3)C2)cc1 (stereo unspecified)
→ 4 | 5% | i | -23% | 15% | i | -16% | 2% | 0%
34. COc1cccc(CN2CCC(n3nccc3NC(=O)CCOc3ccccc3)CC2)c1O
→ -14 | -7% | 19% | nt | -11% | i | -25% | 30% | 1%
35. CCn1c(SCC(=O)N2CCN(c3ccccc3)CC2)nc2c([nH]c3ccccc32)c1=O
→ 24 | -7% | i | 6% | 2% | i | 12% | -10% | 1%
36. Nc1nonc1-c1nc2ccccc2n1Cc1cccc(Cl)c1
→ nt | -10% | i | 11% | 15% | nt | 6% | nt | nt
37. O=C(CSc1nnc(CCCN2C(=O)c3cccc4cccc(c34)C2=O)n1-c1ccccc1)N1CCN(CCO)CC1
→ 17 | 2% | i | nt | -3% | i | 49%[activator] | 22% | 6%
38. CC(SCc1ccccc1)C(=O)Nc1ccccc1-c1ccccc1 (stereo unspecified)
→ 4 | 19% | i | 18µM* | -25% | i | ? | 6% | -1%
39. CCNC(=S)NNC(=O)CCn1cc(C)cn1
→ -28 | 0% | i | -9% | -4% | i | 0% | 1% | -8%
40. Cc1cccc[n+]1CC(=O)N1c2ccccc2Sc2ccccc21
→ -13 | -5% | -8% | 12% | ? | i | 0% | 8% | -12%
41. CNC(=O)c1sc(-c2ccccc2)nc1C
→ 11 | 7% | -18%[57.5 µM] | -22% | 14% | i | 20% | 0% | 0%
42. CN(C)S(=O)(=O)n1cnc([C@H]2c3c(ncn3Cc3ccccc3)C[C@H]3COC(=O)[C@@H]32)c1
→ 0 | -1% | i | -14% | 12% | i | -13% | 13% | -4%
43. Cc1cc(=O)oc2cc(OCC3CC(c4ccccc4Cl)=NO3)ccc12 (stereo unspecified)
→ 18 | -8% | -7%[57.5 µM] | 25% | -19% | i | -1% | 4% | 3%
44. CCSc1nnc(NC(=O)C(Cc2ccccc2)n2cccc2)s1 (stereo unspecified)
→ 0 | -2% | -35%[inhibitor] | -2% | -3% | i | -10% | -1% | -1%
45. C=CCc1cccc2cc(C(=O)N(CC)CC)c(=O)oc12
→ 13 | 14% | -10% | 0% | 0% | i | 0% | 3% | 5%
46. CCOc1ccc(C(=O)Cc2ccc3oc(C(=O)O)cc3c2)c(O)c1
→ -62* | -13% | i | 9% | -12% | i | 12% | 1% | 0%
47. CC(NC(=O)c1ccc(Br)cc1)c1ccccc1 (stereo unspecified)
→ 5 | -36%[inhibitor] | -22% | nt | 21% | i | -1% | 15% | 0%
48. CC(NC(=O)C1CCC(C(C)(C)C)CC1)C(c1ccccc1)N1CCOCC1 (stereo unspecified)
→ 2 | -1% | -8% | 28% | -2% | i | ? | 15% | 1%

# High-throughput results: PubChem BioAssay, National Center for Advancing Translational Sciences (NCATS)

# This is a subset (hit frequency here may not be typical).
